Akt phos inh = Akt phosphorylation inhibition; Neuro2A IGF-stimulated pAkt S473 HTRF, 20 min; stronger effect = lower value; activity change, % for hits at 50 µM; 0.32% of 360,000 active; in the data active = activity change below about -80%; inconclusive = mostly about -51% to -80%; note: % is set by controls: 0 for no effect and ±100 for the full control effect
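Neuro2A cells in DMEM with 0.5% FBS, overnight at 37 deg C, given compound at single 50 µM final, then IGF (6 nM final) for 20 min at 37 deg C. Lysed; phospho-Akt Ser473 by HTRF after 24 h, 665/615 ratio.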
CCT chaperon mod = cytosolic chaperonin activity modulation. purified chaperonin ATPase assay, HTRF ADP detection, 30 min. 0.3% of 360,000 active. activity change, % (concentration not given with the values), hits read low; in the data active = activity change below about -30%; note: % is set by controls: 0 for no effect and ±100 for the full control effect
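We incubate TRiC, 40 or 20 nM final, with library compounds at 76 uM and 10 uM ATP for 30 min at 37 °C. ADP formed is detected with Transcreener HTRF reagents after 30 min at room temperature.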
Mm-Cpn inhibitor = blocks the Methanococcus maripaludis chaperonin Mm-Cpn; purified Mm-Cpn ATPase, ADP Transcreener TR-FRET; AID 504842; Potency, µM (highest dose often 76.9 µM), inactives show at the top dose activity, negative = inhibition, hits mostly inhibitors; 0.031% of 330,000 active; note: potency is the fitted concentration of half-maximal effect; % is set by controls: 0 for no effect and ±100 for the full control effect; nearly all actives have a fitted effect of over 80% in size
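Measured: ADP formation by purified Mm-CPN. Conditions: 25 nM protein, 10 uM ATP, Tris pH 7.4 with Mg2+, K+ and DTT, 37°C for 30 min. Detection: Transcreener HTRF after 30 min at room temperature.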
Nrf2 inh = Nrf2 pathway inhibition | A549 ARE-Fluc reporter, luciferase luminescence, 18-24 h | Potency, µM (doses to about 46 µM), inactives show at the top dose activity change, negative = inhibition, hits mostly inhibitors | 2.1% of 360,000 active; note: potency is the fitted concentration of half-maximal effect; % is set by controls: 0 for no effect and ±100 for the full control effect; nearly all actives have a fitted effect of over 60% in size
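Reporter: ARE-Fluc in A549. Exposure: 18-24 h, 37 °C, 5% CO2, 5% FBS OPTI-MEM. Readouts: fluorescent cytotoxicity (CellTiter-Fluor), then luminescent Nrf2 signal after BugLite.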
HepG2 tox = HepG2 cytotoxicity, counter-screen for TGF-b inhibitors. AID 588856. HepG2 CAGA-GFP viability, ATP luminescence, 18 h. 0.76% of 410,000 active. Potency, µM (titrated, usually from 46.1 µM), without a hit: at the top dose activity change, negative = cytotoxicity, actives largely listed as cytotoxic; note: potency is the fitted concentration of half-maximal effect; some results filed as inactive show a strong effect at the top dose
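CellTiter-Glo luminescence gave cytotoxicity after 18 hours at 37 degrees C. The cells were HepG2 CAGA-GFP in 1% FBS DMEM, stimulated with 500 pg/mL TGF-beta after compound addition. %Activity was normalised to no-cell wells (complete cell-killing) and DMSO (no toxicity), and curves were fitted and classified.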
TGFb SMAD3 inh = blocks TGF-b signaling | HepG2 CAGA-GFP TGF-b/SMAD3 reporter, GFP fluorescence, 18 h; TGF-beta stimulated, 500 pg/mL final | Potency, µM (series often up to 46.1 µM), for the others: top-dose activity, negative = inhibition, most hits filed as inhibitors | 1.2% of 410,000 active | AID 588855; note: potency is the fitted concentration of half-maximal effect; % is set by controls: 0 for no effect and ±100 for the full control effect; nearly all actives have a fitted effect of over 65% in size
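HEPG2 CAGA-GFP, 1000 cells/well; 2 h settle, 37 C; cpd via pin tool; TGF-b 500 pg/mL final; 18 h, 37 C; GFP imaging ex488/em500-530; %Activity normalised to -TGF-b and +DMSO controls; CRC fit, curve class.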
A549 tox = kills or reduces viability of A549 cells in Nrf2 counter-screen; A549 ARE-Fluc cells, CellTiter-Fluor viability, 18-24 h; 0.16% of 390,000 active; Potency, µM (doses to about 46 µM), without a hit: at the top dose activity change, negative = cytotoxicity, hits mostly inhibitors; AID 504648; note: potency is the fitted concentration of half-maximal effect; % is set by controls: 0 for no effect and ±100 for the full control effect
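Cytotoxicity counterscreen: CellTiter-Fluor fluorescence was measured in A549 ARE_Fluc cells after 18-24 h of compound exposure in a concentration series. The subsequent BugLite luminescent read reports ARE-luciferase activity.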
Nrf2 activator = Nrf2 pathway activation. AREc32 ARE-luciferase reporter (MCF7-derived line), luminescence, 24 h. Potency, µM (top dose mostly 46.1 µM), without a hit: top-dose activation, usual class: activators. 0.31% of 410,000 active. AID 624171; note: potency is the fitted concentration of half-maximal effect; % of control where 0% means no effect; nearly all actives have a fitted effect of over 65% in size
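ARE activation measured as luciferase luminescence (Steady-Glo, 30 min RT) in AREc32_Fluc cells after 24 hr compound exposure at 37 deg C, 5% CO2; cells seeded overnight at 1000/well in OPTI-MEM, 5% FBS.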
S2 tox = reduces viability in counter-screen for ATXN expression inhibitors; 0.49% of 400,000 active; Potency, µM (series often up to 56.7 µM), most hits filed as cytotoxic; S2 cells (HEK-293 line with an ATXN2-luciferase reporter) viability, CellTiter-Fluor protease fluorescence, 24 h; note: potency is the fitted concentration of half-maximal effect; nearly all actives have a fitted effect of over 40% in size
* = called active by the depositor; i = inactive; ? = inconclusive; . = not tested or not shown. Unless noted, calls come from the whole dose curve; as a rule, active = well fitted curve in the direction sought with a large enough effect; inconclusive = small, poorly fitted or top-dose-only effect, or another doubt; inactive = no such curve, though single readings can be large; an effect the other way counts as inactive or inconclusive.

SMILES	Akt phos inh	CCT chaperon mod	Mm-Cpn inhibitor	Nrf2 inh	HepG2 tox	TGFb SMAD3 inh	A549 tox	Nrf2 activator	S2 tox
Cn1cnnc1SCC(=O)Nc1nc(-c2ccccc2)cs1	i	-2.3	2%	?	4%	0%	6%	1.8%	?
COc1ccc(-c2ccc(C(=O)O)c(=O)[nH]2)cc1	i	-1.1	-1%	?	1%	3%	2%	0.2%	i
C=CCn1c(C(C)NC(=O)COC)nc2ccccc21 (stereo not drawn)	i	-0.8	0%	7%	3%	1%	2%	-0.5%	i
Cc1c(Cl)cccc1N=C1SCCN1C(=O)CN1C(=O)NC2(CCCC2)C1=O	i	5.7	2%	?	-12%	?	-20%	2.8%	?
O=C(NCCC1CCCCN1S(=O)(=O)c1ccccc1)C(=O)NCCN1CCOCC1 (stereo not drawn)	i	-2.1	0%	-15%	1%	-18%	-1%	-0.6%	i
O=C(NC1CCCCC1)C(c1ccccn1)N(C(=O)Cc1cccs1)c1ccc(Cl)cc1 (stereo not drawn)	i	-4.7	0%	?	-16%	-5%	?	3.5%	i
COc1nc(-c2ccc(Cl)cc2)nnc1C	i	0.9	1%	?	1%	6%	3%	3.7%	i
COCCCN(C(=O)Nc1ccccc1)C(C)c1ccncc1 (stereo not drawn)	i	1.7	0%	18%	-12%	-1%	-7%	-0.8%	i
CCCCCCCCNc1ccccc1S(=O)(=O)NCc1ccccc1	i	-0.3	-2%	0%	-65%	?	9%	0.1%	i
COc1ccc(-c2cc3nc(C)cc(N4CCN(C(=O)c5ccco5)CC4)n3n2)cc1	i	-2.1	.	.	-24%	-15%	.	-0.3%	i
O=C(O)c1[nH]c2ccccc2c1NS(=O)(=O)Cc1ccccc1	i	0.6	1%	-10%	-22%	-5%	-3%	6.6%	i
Fc1ccc(C(c2nnnn2Cc2ccco2)N2CCN(C3CCCCC3)CC2)cc1 (stereo not drawn)	i	1.3	0%	23%	6%	4%	-2%	-0.4%	i
COC(=O)c1ccc(OC(=O)c2cccnc2SC)cc1	i	-4.2	0%	6%	2%	-4%	0%	0.1%	i
CCOc1ccccc1CNC(=O)c1cnc2sc(N3CCCCCC3)nn2c1=O	.	.	.	-38%	-20%	-5%	1%	-0.6%	.
CN1CCN(C(=O)c2cnn(-c3ccc(F)cc3F)c2C2CCN(C(=O)OC(C)(C)C)CC2)CC1	.	.	.	?	-19%	0%	4%	-0.5%	.
Cc1cc(NC(=O)CSc2nc(-c3ccccc3)nc3c2c(=O)n(C)c(=O)n3C)no1	i	0.1	-13%	10%	-2%	0%	-5%	1.8%	i
Cc1ccc(-c2nnc(SCC(=O)N/N=C/c3cccs3)n2-c2ccc(C)cc2)cc1	i	0.8	0%	2%	8%	4%	-5%	0.2%	i
CCOC(=O)C1(Cc2ccc(OC)cc2)CCN(S(C)(=O)=O)CC1	i	-1.5	-1%	2%	-3%	4%	0%	-0.4%	i
COc1ccc(-c2cccc3c2C2CC3CCN2C(=O)OCc2ccccc2)cc1 (stereo not drawn)	i	-0.8	.	4%	-29%	?	6%	-0.1%	i
CC(=O)Nc1sc2c(c1C#N)CCCC2	i	-3.4	.	6%	-18%	-14%	0%	4.1%	i

Reprinted at random: 2 compounds from above.
SMILES	Akt phos inh	CCT chaperon mod	Mm-Cpn inhibitor	Nrf2 inh	HepG2 tox	TGFb SMAD3 inh	A549 tox	Nrf2 activator	S2 tox
CN1CCN(C(=O)c2cnn(-c3ccc(F)cc3F)c2C2CCN(C(=O)OC(C)(C)C)CC2)CC1	.	.	.	?	-19%	0%	4%	-0.5%	.
COc1ccc(-c2cccc3c2C2CC3CCN2C(=O)OCc2ccccc2)cc1 (stereo not drawn)	i	-0.8	.	4%	-29%	?	6%	-0.1%	i

Of the compounds above, two have two or more sulfur atoms.
SMILES	Akt phos inh	CCT chaperon mod	Mm-Cpn inhibitor	Nrf2 inh	HepG2 tox	TGFb SMAD3 inh	A549 tox	Nrf2 activator	S2 tox
Cn1cnnc1SCC(=O)Nc1nc(-c2ccccc2)cs1	i	-2.3	2%	?	4%	0%	6%	1.8%	?
Cc1ccc(-c2nnc(SCC(=O)N/N=C/c3cccs3)n2-c2ccc(C)cc2)cc1	i	0.8	0%	2%	8%	4%	-5%	0.2%	i

(further entries)
SMILES	Akt phos inh	CCT chaperon mod	Mm-Cpn inhibitor	Nrf2 inh	HepG2 tox	TGFb SMAD3 inh	A549 tox	Nrf2 activator	S2 tox
Cc1cc(OC(=O)c2ccc(F)cc2)c([N+](=O)[O-])c(=O)[nH]1	i	-1.6	2%	13%	-3%	-3%	1%	-0.5%	i
O=C(O)c1ccccc1NC(=O)c1ccccc1-c1ccccc1C(=O)O	i	0.3	-9%	4%	-19%	-7%	3%	0.3%	i
Cc1[nH]n(C2=NCCS2)c(=O)c1N=Nc1cccc(C(F)(F)F)c1	i	0.5	-2%	-11%	-13%	?	?	-0.3%	?
O=C(COC(=O)c1ccc(NS(=O)(=O)c2cccs2)cc1O)Nc1nc2ccccc2s1	i	-0.9	2%	15%	3%	?	-2%	0.3%	i
CSc1nnc(C(C)c2ncc(C(F)(F)F)cc2Cl)n1C (stereo not drawn)	i	1.2	4%	20%	4%	0%	-1%	2.5%	i
COc1ccc(CCNc2nc(-c3ccc(F)cc3)c(CC(=O)O)s2)cc1OC	i	-1.8	-2%	-3%	7%	0%	-6%	0.1%	i
COc1cc(OC)cc(C(=O)N[C@H](C(=O)NCc2ccc(F)cc2)C(C)C)c1	i	2.2	0%	-1%	1%	-5%	3%	0.2%	i
CCC(Sc1nc(C)cc(=O)[nH]1)C(=O)Nc1nc2c(s1)CCCC2 (stereo not drawn)	i	1.7	3%	3%	-31%	-10%	-12%	2.4%	i
COc1cc(/C=N/NC(=O)C(Cc2c[nH]c3ccccc23)NC(=O)OCC(C)C)cc([N+](=O)[O-])c1O (stereo not drawn)	i	-1.4	-19%	9%	-20%	0%	-12%	4.5%	?
CSc1nnc(-c2cccc(C)c2)n1N	i	-2.3	1%	.	4%	2%	6%	-0.8%	i
COc1ccc(N(C)C(=O)C2CCN(S(=O)(=O)c3cc(Br)cc4c3N(C(C)=O)CC4)CC2)cc1	.	.	.	-5%	-61%	-9%	-3%	0.6%	i
COc1ccc(C2=CC(=O)C[C@H](c3ccc4c(c3)OCO4)C2)cn1	i	-3.7	0%	-6%	-2%	-10%	-2%	0.1%	i
Cc1ccccc1NC(=O)CSC(=O)c1ccccc1	i	1.8	-1%	18%	-8%	0%	6%	11%	i
O=C1c2ccccc2C(=O)N1CCOc1cccc(Br)c1	i	0.9	0%	?	3%	-2%	14%	9.2%	i
C=CCn1c(SCc2cc(=O)n3cc(C)ccc3n2)nnc1-c1ccc(F)cc1	i	0.0	1%	-20%	-7%	-2%	2%	-0.1%	i
O=C(NCCCN1CCOCC1)c1c(F)c(F)c(F)c(F)c1F	i	-0.9	-3%	-6%	0%	-12%	-4%	-1.0%	i
O=C(CSCc1ccccc1)Nc1ccc(F)c(F)c1	i	-0.5	-4%	15%	-9%	8%	6%	3.0%	i
COc1ccc(C2(C(=O)NC3CCCCC3)CCOCC2)cc1OC	i	0.4	0%	6%	0%	-1%	4%	-0.1%	i
COC(=O)c1nc(N)sc1C(C)C	i	-6.0	1%	-1%	9%	25%	0%	3.5%	i
CCn1c(CCNC(=O)c2ccc(F)cc2)nc2ccccc21	i	0.6	2%	0%	6%	-23%	3%	5.4%	i
Cc1ccc(-c2noc(C3CCN(C(=O)Nc4ccc(C#N)cc4)CC3)n2)o1	i	0.8	0%	-30%	-14%	13%	-1%	0.1%	i
Cc1c(NC(=O)c2ccc(N(C)S(C)(=O)=O)cc2)c(=O)n(-c2ccccc2)n1C	i	1.0	-1%	?	-3%	4%	0%	0.1%	i
COc1ccc(C(=O)NN(c2ccccc2)c2ccccc2)cc1	i	-0.9	0%	-7%	-21%	-3%	-1%	0.3%	i
Nc1cc(C(=O)OCC(=O)NNC(=O)c2cccs2)ccc1Cl	i	-2.9	1%	3%	-9%	21%	0%	-0.3%	i
CCOC(=O)Nc1c(O)ccc2oc(C)c(-c3ccccc3)c12	i	-1.2	1%	.	-4%	-1%	1%	2.8%	i
Cc1ccc(C)c(CN2C(=O)C3CCCN3c3ccc(C#N)cc32)c1 (stereo not drawn)	.	-4.3	-5%	7%	3%	1%	-18%	-0.3%	.
CCOC(=O)N1CCN(C(=O)c2noc(C(C)C)c2[N+](=O)[O-])CC1	i	-0.1	2%	-5%	0%	-1%	-9%	0.1%	i
C=CCNc1nc(NCc2ccccc2)nc(OCC)n1	i	-1.0	-1%	-4%	-32%	-11%	0%	-0.3%	i
OC(COC(c1ccccc1)c1ccccc1)CN1CCc2ccccc2C1 (stereo not drawn)	i	2.6	0%	-16%	-28%	-7%	1%	3.1%	i
Cc1ccccc1Sc1ccc(N)cn1	i	-2.5	.	1%	1%	-20%	5%	-0.1%	i
COc1ccc(C(=O)/C=C/Nc2ccc([N+](=O)[O-])cc2C)c(OC)c1	i	2.1	0%	.	5%	15%	-7%	0.2%	i
COc1ccc(Cl)cc1NC(=O)CSc1nc(N2CCOCC2)nc(N2CCOCC2)n1	i	-3.6	-3%	?	-19%	-26%	-29%	-0.8%	?
FC(F)Oc1ccccc1NC(=S)Nc1cccc(Cl)c1Cl	i	-3.9	-1%	3%	-10%	2%	13%	5.9%	i
COc1ccc(/C(C)=N/NC(=O)CNC(=O)c2cccs2)cc1OC	i	1.4	0%	-1%	0%	17%	-3%	-0.3%	i
COc1ccc(CC(=O)N[C@@H]2c3cc(OC)c(OC)cc3C[C@H]2O)cc1	i	-1.9	1%	5%	-26%	8%	2%	-0.2%	i
COc1cc(C(=O)N2CCCCCCC2)ccc1OC1CCN(C(C)=O)CC1	i	-1.9	1%	18%	3%	15%	1%	3.3%	?
COc1ccc(C)cc1NC(=O)c1oc2ccc(S(=O)(=O)N3CCCCC3)cc2c1C	.	.	.	.	-1%	7%	11%	-0.5%	i
